# High-throughput results deposited in PubChem BioAssay by National Center for Advancing Translational Sciences (NCATS).
# Rab9 prom act – qHTS Assay for Rab9 Promoter Activators; AID 485297, 2010; Huh7 Rab9 promoter-luciferase reporter, luminescence, 24 h; Potency, µM (highest dose often 9.22 µM), without a hit: at the top dose activation, negative = inhibition, most hits filed as activators; hit rate 2.8% among 320,000; further: potency means the concentration at half of the fitted maximal effect; % of control where 0% means no effect; nearly all actives have a fitted effect of over 60% in size
#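 Using Huh7 cells stably transfected with Rab9 promoter–luciferase, compounds were incubated 24 h at 37 °C, 5% CO2; luciferase luminescence was read 10 min after reagent addition.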
# Menin MLL FP TR – qHTS Assay for Inhibitors Targeting the Menin-MLL Interaction in MLL Related Leukemias: Competition With Texas Red Labeled MLL-derived Mutant Peptide; O00255; Menin + Texas Red MLL mutant peptide, fluorescence polarization; Potency, µM (highest dose often 61.6 µM), for the others: top-dose FP activity change, negative = inhibition, most hits filed as inhibitors; hit rate 0.23% among 270,000; active means well fitted inhibition curve with a large enough effect in the polarisation, with a control signal flat, not every such curve was filed as active; inconclusive means small, poorly fitted or top-dose-only effect, or effect the other way, or a change in a side signal; inactive means no such curve, though single readings can be large or run the other way; the % refers to the polarisation; further: potency means the concentration at half of the fitted maximal effect; % of control where 0% means no effect; many of its hits are not listed in these tables
# NPC1 prom act – qHTS Assay for NPC1 Promoter Activators | Huh7 NPC1 promoter luciferase reporter, 24 h | Potency, µM (series often up to 9.22 µM), without a hit: at the highest dose activation, most hits filed as activators | hit rate 2.4% among 320,000;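 further: potency means the concentration at half of the fitted maximal effect; % of control where 0% means no effect; nearly all actives have a fitted effect of over 60% in size; reporter is driven by a mutant NPC1 promoter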
#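 Luminescence from an NPC1 promoter-driven luciferase reporter in stably transfected Huh7 cells was measured after 24 h compound treatment at 37 °C, followed by 10 min ambient incubation with luciferase detection reagent.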
# RORg inh – qHTS for inhibitors of ROR gamma transcriptional activity | Nuclear receptor ROR-gamma (Mus musculus), P51450 | hit rate 5.4% among 310,000 | Potency, µM (doses to about 53.6 µM), for the others: at the highest dose activity change, negative = inhibition, hits mostly inhibitors | Drosophila S2 Gal4-RORgamma UAS-luciferase reporter, 20 h; further: potency means the concentration at half of the fitted maximal effect; on the % scale 0 is the no-effect control and ±100 the full control effect; nearly all actives have a fitted effect of over 60% in size
# Target sequence (P51450 whole entry, looked up, the tested form may be a part): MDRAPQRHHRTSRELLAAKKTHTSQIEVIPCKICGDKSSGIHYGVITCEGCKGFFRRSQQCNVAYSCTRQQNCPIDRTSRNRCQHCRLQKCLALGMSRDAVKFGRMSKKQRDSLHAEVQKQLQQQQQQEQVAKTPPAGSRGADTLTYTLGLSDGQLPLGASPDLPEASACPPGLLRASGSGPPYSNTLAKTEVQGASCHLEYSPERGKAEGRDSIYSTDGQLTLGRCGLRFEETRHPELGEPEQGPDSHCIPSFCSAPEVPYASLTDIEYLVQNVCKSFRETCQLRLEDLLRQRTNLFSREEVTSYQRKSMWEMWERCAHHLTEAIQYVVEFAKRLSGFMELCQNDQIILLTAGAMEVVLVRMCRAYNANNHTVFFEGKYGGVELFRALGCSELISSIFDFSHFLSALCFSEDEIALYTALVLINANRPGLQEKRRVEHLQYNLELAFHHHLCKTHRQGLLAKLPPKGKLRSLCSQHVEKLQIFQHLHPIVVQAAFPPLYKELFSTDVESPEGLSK
#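 Read-out: Photinus luciferase luminescence; inhibitors lower reporter signal. Insect Schneider cells with Gal4-ROR gamma fusion under metallothionein promoter, UAS reporter; 700 uM final copper sulfate induction, 20 hr, ambient temperature.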
# KCNH2 3.1 inh – qHTS for Inhibitors of KCHN2 3.1: Mutant qHTS | AID 720553, 2013 | activity change, % (tested at about 1.8 µM) | hit rate 0.95% among 340,000 | Potassium voltage-gated channel subfamily H member 2, brain isoform KCNH2 3.1 (human) | U2OS KCNH2 3.1, thallium flux FluxOr; hits give low values;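 active means maximum activity change below -70%; inconclusive means maximum activity change from -70% to -50%; inactive means maximum activity change above -50%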;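 further: thallium influx rate constant from kinetic fluorescence after stimulation buffer; on the % scale 0 is the no-effect control and ±100 the full control effect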
#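 We transduce U2OS cells with the mutant 3.1 virus, culture them overnight, load FluxOr with Red40 quencher for 45 min, then add stimulation buffer and read kinetically for 2 min to derive a normalized rate constant.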
# PKM2 activator – qHTS Assay for Activators of Human Muscle isoform 2 Pyruvate Kinase; Potency, µM (highest dose often 57.5 µM), inactives show at the top dose activation, hits mostly activators; purified PKM2, Kinase-Glo ATP luminescence, activation; response scale: 0% is enzyme alone, no compound; hit rate 0.34% among 260,000; further: potency means the concentration at half of the fitted maximal effect; on the % scale 0 is the no-effect control and ±100 the full control effect; nearly all actives have a fitted effect of over 55% in size
#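 Purified hPK-M2 (>95%) run at intermediate activity with 0.1 mM ADP and 0.5 mM PEP in 50 mM imidazole pH 7.2, KCl, MgCl2; 1 h room temperature. ATP formed read by Kinase-Glo luminescence; normalized to uninhibited and no-enzyme controls.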
# Mito fusion act – qHTS Assay for Small Molecule Inhibitors of Mitochondrial Division or Activators of Mitochondrial Fusion. S. cerevisiae fusion-defective mutant growth rescue, CellTiterGlo 48 h. Potency, µM (series often up to 46.1 µM), for the others: top-dose growth rescue (activation), most hits filed as activators. hit rate 0.23% among 320,000;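 further: potency means the concentration at half of the fitted maximal effect; % of control where 0% means no effect; nearly all actives have a fitted effect of over 45% in size; temperature-sensitive fusion mutants such as fzo1-1 at 37 °C on non-fermentable ethanol glycerol medium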
#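 S. cerevisiae fusion-defective temperature-sensitive mutants (e.g. fzo1-1, mgm1-5) grown 48 h at 37C in YPEG (ethanol/glycerol non-fermentable) medium with 23 nl compound per well; growth rescue read as CellTiterGlo luminescence.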
# ELG1 DNA repair – qHTS screen for small molecules that inhibit ELG1-dependent DNA repair in human embryonic kidney (HEK293T) cells expressing luciferase-tagged ELG1; Potency, µM (doses to about 46.1 µM), inactives show top-dose activity change, negative = inhibition, most hits filed as inhibitors; hit rate 2.3% among 330,000; HEK293T ELG1-luciferase reporter, luminescence, 16 h; DNA damage induced by 5-fluorouridine; further: potency means the concentration at half of the fitted maximal effect; on the % scale 0 is the no-effect control and ±100 the full control effect; nearly all actives have a fitted effect of over 55% in size
#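 Reporter activity after DNA damage by 5-fluorouridine is monitored. Compound-treated cells incubate 16 hr at 37 °C, then ONE-Glo is added for 30 min before luminescence reading.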
# Gal4-VP16 FLuc – VP16 counterscreen qHTS for inhibitors of ROR gamma transcriptional activity. hit rate 3.5% among 310,000. Potency, µM (titrated, usually from 53.6 µM), without a hit: at the highest dose activity, negative = inhibition, hits mostly inhibitors. Drosophila S2 Gal4-VP16 UAS-luciferase, luminescence, 20 h. AID 2546, 2010;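 further: Gal4-VP16 expression switched on by copper sulfate through the metallothionein promoter; potency means the concentration at half of the fitted maximal effect; on the % scale 0 is the no-effect control and ±100 the full control effect; nearly all actives have a fitted effect of over 50% in size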
# FLuc modulator – qHTS profiling assay for firefly luciferase inhibitor/activator using purifed enzyme and Km concentrations of substrates (counterscreen for miR-21 project) | purified FLuc, Km substrates, luminescence inhibition | Potency, µM (top dose mostly 57.5 µM), without a hit: at the top dose activity change, negative = inhibition, most hits filed as inhibitors | hit rate 6.9% among 360,000 | AID 588342, 2011;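 further: potency means the concentration at half of the fitted maximal effect; plate controls were vehicle for no effect and reference inhibitor for full effect; nearly all actives have a fitted effect of over 55% in size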
# Target sequence (P08659 whole entry, looked up): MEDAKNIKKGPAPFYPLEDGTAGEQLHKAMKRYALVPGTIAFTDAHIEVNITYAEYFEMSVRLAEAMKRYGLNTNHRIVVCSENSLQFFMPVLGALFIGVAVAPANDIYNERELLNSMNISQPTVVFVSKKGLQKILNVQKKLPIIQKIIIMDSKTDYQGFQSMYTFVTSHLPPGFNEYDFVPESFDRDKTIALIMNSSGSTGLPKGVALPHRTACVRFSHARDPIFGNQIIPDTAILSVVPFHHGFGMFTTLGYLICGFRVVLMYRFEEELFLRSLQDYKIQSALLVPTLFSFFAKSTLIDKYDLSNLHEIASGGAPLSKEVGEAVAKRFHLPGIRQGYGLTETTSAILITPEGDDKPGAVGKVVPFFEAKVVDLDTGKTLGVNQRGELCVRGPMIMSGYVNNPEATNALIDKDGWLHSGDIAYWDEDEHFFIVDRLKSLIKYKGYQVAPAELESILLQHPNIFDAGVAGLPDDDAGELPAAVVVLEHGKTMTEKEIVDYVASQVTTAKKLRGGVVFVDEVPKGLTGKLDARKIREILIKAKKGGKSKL
#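 Purified P. pyralis luciferase, 10 nM final, with Km-level 10 uM D-luciferin and 10 uM ATP in 50 mM Tris acetate pH 7.5, 10 mM Mg acetate, 0.01% Tween-20, 0.05% BSA; 6-point qHTS titration about 60 µM downward; luminescence read.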
# MBNL1 CUG block – qHTS Assay for Inhibitors of MBNL1-poly(CUG) RNA binding; Muscleblind-like protein 1 (Homo sapiens), Q9NR56; AID 2675, 2010; hit rate 0.036% among 280,000; Potency, µM (highest dose often 57.5 µM), for the others: at the top dose activity change, negative = inhibition, hits mostly inhibitors; TR-FRET MBNL1-His/biotin-(CUG)12 binding, 665/545 ratio; active means well fitted inhibition curve with a large enough effect in the signal ratio, with a control signal flat, not every such curve was filed as active; inconclusive means small, poorly fitted or top-dose-only effect, or effect the other way, or a change in a side signal; inactive means no such curve, though single readings can be large or run the other way; the % refers to the signal ratio; further: potency means the concentration at half of the fitted maximal effect; on the % scale 0 is the no-effect control and ±100 the full control effect
#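 Compounds (final 92 nM to 58 uM) are added to His-tagged MBNL1 and biotin-(CUG)12, then terbium anti-His antibody and streptavidin-XL665 (5 nM final). After 60 min at room temperature, the 665/545 nm ratio is read.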
# Starred values were filed as active, the others as inactive; ? = inconclusive; nt = no result given; [ ] = dose if it differs, or a comment. Unless noted, the call rests on the fitted dose curve; in most records, active means well fitted curve in the direction sought with a large enough effect; inconclusive means small, poorly fitted or top-dose-only effect, or another doubt; inactive means no such curve, though single readings can be large; an effect the other way counts as inactive or inconclusive.
# Under each structure – KCNH2 3.1 inh	NPC1 prom act	MBNL1 CUG block	FLuc modulator	Gal4-VP16 FLuc	RORg inh	PKM2 activator	Mito fusion act	ELG1 DNA repair	Menin MLL FP TR	Rab9 prom act
- CNC(=O)COC(=O)c1ccccc1NC(=O)c1ccco1
 : 10	-5%	nt	2%	-20%	8%	-6%	1%	?	nt	10%
- CCCN1C(=O)/C(=c2\s/c(=C3\C=Cc4ccccc4N3CC)c(=O)n2-c2ccccc2)SC1=S
 : nt	-2%	-5%	6%	-7%	-7%	-3%	-2%	18%	-12%	1%
- Fc1ccc(C2CC(c3ccc(F)cc3)n3ncnc3N2)cc1 (stereo unspecified)
 : 15	1%	0%	1%	-6%	-7%	-14%	-5%	3%	-4%	11%
- Cc1cc(C)c2cc(CN(CCN(C)C)C(=O)Nc3ccccc3Cl)c(=O)[nH]c2c1
 : -4	3%	-7%	-5%	-6%	-2%	?	-1%	?	-8%	-11%
- Clc1ccc(N2CCOCC2)nn1
 : -13	-1%	0%	1%	-11%	6%	0%	1%	12%	0%	2%
- Cc1cc(-n2c(C)c3c(C)nnc(C)c3c2C)ccc1N
 : -4	3%	7%	-1%	-17%	1%	3%	0%	-23%	nt	1%
- C=CCn1c(SCC(=O)NCc2ccco2)nnc1C1CCCCC1
 : -12	-3%	nt	2%	nt	nt	nt	-3%	22%	nt	-2%
- O=C(CN1CCSCC1)N/N=C/c1ccc(Cl)cc1
 : nt	6%	3%	-17%	2%[10 µM]	24%	4%	4%	?	-2%	3%
- COCCn1c(-c2ccc(C)cc2)nc2oc3cc(OC)ccc3c(=O)c2c1=O
 : -8	16%	-7%	-2%	1%	32%	10%	-1%	?	nt	-3%
- CC(C)(C)N(Cc1cc2ccccc2[nH]c1=O)C(=O)c1cccc([N+](=O)[O-])c1
 : -2	0%	6%	0%	3%	0%	4%	-2%	0%	nt	-6%
- O=[N+]([O-])c1cccc(-c2nnc(CNC3CC3)o2)c1
 : -15	-3%	?	-6%	12%	-16%	nt	-7%	-10%	13%	12%
- Cc1cccn2c(=O)c3cc(C(=O)NCCc4ccccc4)c(=N)n(CC4CCCO4)c3nc12 (stereo unspecified)
 : -7	-2%	22%	-1%	-2%	-17%	-1%	7%	-13%	-15%	0%
- Cc1c(C)n(Cc2ccccc2)c2ccc(C(=O)NCCN3CCOCC3)cc12
 : 4	-1%	1%	-3%	13%	-9%	nt	-12%	13%	-13%	1%
- COc1ccc(-n2c(=O)[nH]cc(C(=O)N3CCCc4ccccc43)c2=O)cc1
 : -12	-5%	1%	1%	-1%	-1%	13%	3%	15%	-10%	1%
- Cc1sc2nc(C)n(/N=C/N(C)C)c(=O)c2c1C
 : -10	3%	-1%	-2%	-6%	-11%	-3%	4%	11%	nt	1%

# Next section
# Under each structure – KCNH2 3.1 inh	NPC1 prom act	MBNL1 CUG block	FLuc modulator	Gal4-VP16 FLuc	RORg inh	PKM2 activator	Mito fusion act	ELG1 DNA repair	Menin MLL FP TR	Rab9 prom act
- O=C(Oc1cccc([N+](=O)[O-])c1)N1CCCCC1
 : -7	-1%	22%	-5%	4%	-14%	11%	7%	4%	-17%	-4%
- COc1ccc(CNC(=O)C(C)OC(=O)CCN2C(=O)C3CC=CCC3C2=O)cc1 (stereo unspecified)
 : 4	-4%	nt	-2%	nt	nt	nt	1%	21%	nt	1%
- COc1ccccc1CN1CCNC(=O)C1CC(=O)NCC1CCOCC1 (stereo unspecified)
 : -3	3%	0%	0%	5%	4%	nt	-1%	15%	nt	-5%
- CSCC[C@H](NC(=O)N1CCn2c1nc1ccccc12)C(=O)NCc1ccco1
 : -13	-2%	4%	2%	9%	9%	4%	-6%	3%	5%	-4%
- Cc1ccccc1C(=O)NNC(=O)c1ccoc1C
 : 10	-4%	-11%	4%	?	5%	-4%	-2%	9%	nt	1%
- COc1ccccc1/C=C(/CC(=O)NCc1ccccc1)c1nc2ccccc2s1
 : 11	-2%	-2%	-2%	-10%	97%	-1%	13%	?	-1%	-3%
- O=C(Nc1cccc2ccccc12)/C(=C/c1ccc([N+](=O)[O-])cc1)NC(=O)c1ccccc1
 : -46	-3%	10%	0%	-4%	-1%	2%	3%	-27%	nt	8%
- COC(=O)c1ccc(C(=O)N2CCCC(Nc3ccc(C(C)C)cc3)C2)nc1 (stereo unspecified)
 : 5	1%	-4%	-2%	-5%	6%	nt	1%	-3%	nt	0%
- CCc1ccc(S(=O)(=O)/N=C2\C=C(Nc3ccc(C(=O)O)cc3)C(=O)c3ccccc32)cc1
 : 1	-36%[inhibitor]	?	?	?	11µM*	nt	-10%	4.6µM*	?	-27%
- CCOC(=O)C1(CCOC)CCN(Cc2nc(C(C)C)cs2)CC1
 : 26	5%	-2%	-6%	?	-20%	0%	-4%	14%	-12%	29%
- CC(C)(C)OC(=O)NCC1CCC(C(=O)NC[C@H](CC(=O)O)c2ccc(Cl)cc2)CC1 (stereo partly specified)
 : 3	3%	-2%	-3%	3%	15%	nt	-2%	-3%	-1%	1%
- O=S(=O)(c1ccc(C2CCCCC2)cc1)N1CCCC1
 : -1	-3%	-1%	2%	-9%	8%	0%	3%	-2%	-19%	12%
- O=C(CSc1nc(=O)n2ccccc2n1)NC1CCCCC1
 : 8	-4%	nt	0%	nt	nt	nt	-2%	-2%	nt	11%
- CCOC(OCC)c1cn(Cc2ccc(C(=O)c3ccccc3)cc2)nn1
 : 13	-10%	-14%	1%	18µM*	?	2%	-5%	-14%	-16%	-9%
- CCN(CC)S(=O)(=O)c1ccc2nc(NC(=O)c3ccco3)sc2c1
 : 10	16%	-8%	19µM*	-11%	0%	-4%	0%	?	?	8%

# Next entries:
# Under each structure – KCNH2 3.1 inh	NPC1 prom act	MBNL1 CUG block	FLuc modulator	Gal4-VP16 FLuc	RORg inh	PKM2 activator	Mito fusion act	ELG1 DNA repair	Menin MLL FP TR	Rab9 prom act
- CCCNCc1cc(OCC)c(OCC(=O)Nc2ccccc2)cc1Br
 : 23	0%	-3%	-2%	6%	-4%	0%	-5%	15%	-24%	-9%
- Cc1ccc(SC(C)C(=O)NCC(C)C)cc1 (stereo unspecified)
 : -9	0%	3%	5%[2.3 µM]	0%	-3%	3%	-2%	-6%	22%	0%
- CCCCNC(=O)Nc1ncn[nH]1
 : 0	-1%	-6%	4%	-1%	3%	-1%	0%	-3%	21%	-4%
- CCN1N=C(c2ccccc2)CCC1=O
 : 1	-2%	-2%	-7%	-7%	-3%	-1%	2%	0%	-12%	7%
- COc1ccc(CCCc2nnc(SCC(=O)N/N=C\c3ccc(O)c(OC)c3)o2)cc1C
 : -16	-5%	10%	?	-5%	11%	1%	2%	-15%	11%	0%
- COc1ccc(OCC(=O)Nc2ccc(S(=O)(=O)N3CCOCC3)cc2)cc1
 : -7	-6%	7%	-2%[2.3 µM]	0%	0%	-6%	0%	0%	5%	9%
- CN(CC(=O)Nc1ccccc1C(=O)NC1CC1)Cc1cccs1
 : 13	0%	nt	0%	nt	nt	nt	3%	23%	nt	-7%
- O=C(COc1ccc(F)cc1)Nc1cc(S(=O)(=O)N2CCCCC2)ccc1N1CCCCC1
 : -39	-9%	nt	0%	nt	nt	nt	4%	?	nt	-1%

# Not all compounds are listed. The share of hits here may be higher or lower than overall.
